WRN inhibitor: blocks human WRN helicase; Q14191; WRN helicase unwinding, fluorescent forked duplex, kinetic; Potency, µM (titrated, usually from 114 µM), inactives show top-dose activity change, negative = inhibition, hits mostly inhibitors; actives 0.46% (n = 360,000); AID 651768; note: potency is the fitted concentration of half-maximal effect; % is set by controls: 0 for no effect and ±100 for the full control effect; nearly all actives have a fitted effect of over 55% in size
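Fluorescence dequenching readout, ex 525 nm/em 598 nm, kinetic mode: forked duplex DNA (100 nM final) with adjacent fluorophore and quencher unwound by WRN (20 nM final) with 2 mM ATP. Compound preincubation 15 min, room temperature.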
GLP1R inv ag: GLP-1 receptor (human) inverse agonism; P43220; HEK293 GLP-1R CRE-luciferase, luminescence, 24 h; GLP-1R form is constitutively active; Potency, µM (titrated, usually from 38.3 µM), for the others: at the top dose activity change, negative = inhibition, actives largely listed as inhibitors; actives 1.6% (n = 410,000); AID 624417; note: potency is the fitted concentration of half-maximal effect; % is set by controls: 0 for no effect and ±100 for the full control effect; nearly all actives have a fitted effect of over 55% in size
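HEK293 cells stably co-expressing constitutively active GLP-1R and a cAMP-responsive luciferase reporter were seeded in DMEM with 10% Nu serum, given compounds after 12 h, and incubated 24 h at 37 deg C. Luminescence was then read.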
GLP1R ag: GLP-1 receptor (human) agonism. P43220. actives 0.007% (n = 380,000). Potency, µM (highest dose often 45.6 µM), without a hit: at the top dose activation, hits mostly activators. HEK293 GLP-1R CRE-luciferase, luminescence, 4-6 h; cells express a hypersensitive GLP-1R form. AID 624172; note: potency is the fitted concentration of half-maximal effect; % of control where 0% means no effect
PLK1 PBD inh: blocks phosphopeptide binding to human PLK1 polo-box domain; P53350; Plk1 PBD binding of FITC phosphopeptide, fluorescence polarization; Potency, µM, for inactives: max response, negative = inhibition, usual class: inhibitors; actives 2.8% (n = 360,000); AID 720504; note: potency is the fitted concentration of half-maximal effect; series mostly up to about 57 µM; % is set by controls: 0 for no effect and ±100 for the full control effect; nearly all actives have a fitted effect of over 65% in size
Target sequence (P53350 whole entry, looked up, the tested form may be a part): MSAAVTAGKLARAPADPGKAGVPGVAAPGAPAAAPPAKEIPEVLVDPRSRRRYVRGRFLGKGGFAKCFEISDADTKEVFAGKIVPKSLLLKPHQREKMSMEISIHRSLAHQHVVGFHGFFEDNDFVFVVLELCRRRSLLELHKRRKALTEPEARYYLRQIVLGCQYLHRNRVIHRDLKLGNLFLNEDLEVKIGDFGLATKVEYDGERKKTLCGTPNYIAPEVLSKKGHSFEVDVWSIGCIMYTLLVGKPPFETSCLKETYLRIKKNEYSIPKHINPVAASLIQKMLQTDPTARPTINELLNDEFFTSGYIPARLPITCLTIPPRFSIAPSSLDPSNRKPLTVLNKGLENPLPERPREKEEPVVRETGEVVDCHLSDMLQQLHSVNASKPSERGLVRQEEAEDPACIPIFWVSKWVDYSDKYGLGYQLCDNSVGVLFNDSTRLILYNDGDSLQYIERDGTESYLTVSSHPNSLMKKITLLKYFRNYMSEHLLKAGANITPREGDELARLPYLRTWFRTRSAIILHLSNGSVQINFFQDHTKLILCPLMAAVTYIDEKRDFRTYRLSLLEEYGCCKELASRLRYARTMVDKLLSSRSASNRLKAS
GLP1R cytotox: cytotoxic in the GLP-1 receptor inverse agonist counter-screen; HEK293 cAMP-luciferase reporter cells, luminescence, 24 h; Potency, µM (highest dose often 38.3 µM), for inactives: top-dose activity change, negative = inhibition, most hits filed as inhibitors; actives 0.13% (n = 410,000); AID 624418;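 note: loss of luciferase light is scored as toxicity; potency is the fitted concentration of half-maximal effect; % is set by controls: 0 for no effect and ±100 for the full control effect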
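Quantitative HTS format, 1536 wells, 200 cells/uL seeded. Compounds: 23 nL, 24 h, 37 °C. Detection: luciferase reagent, luminescence at 12 min RT; decreased signal taken as cytotoxic.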
PI5P4Ka inh: blocks human PI5P4K alpha kinase activity; P48426; PI5P4Kalpha enzyme, ADP-Glo luminescence, 60 min; hits give low values; max response, %; actives 1.2% (n = 330,000); AID 652105; active = max response of -50% or lower; inconclusive = between -30% and -50%; inactive = -30% or higher; note: value at the top dose of about 77 µM; % is set by controls: 0 for no effect and ±100 for the full control effect
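ADP-Glo luminescence end-point after a 60 min room-temperature kinase reaction. PI5P4Kalpha and substrate in HEPES pH 7.4 buffer with EGTA, 0.1% CHAPS and 5% DMSO; ATP at 5 microM final.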
D3 antag: blocks the human D3 dopamine receptor | P35462 | D3R cells, DiscoveRx beta-arrestin luminescence, antagonist mode; hits give low values | max response, negative = inhibition, % | actives 2.5% (n = 360,000); in the data active = max response below about -50%; inconclusive = no clear call, values can overlap the other calls; note: % is set by controls: 0 for no effect and ±100 for the full control effect; mostly tested at two doses, the higher about 12 µM
Target sequence (P35462 whole entry, looked up): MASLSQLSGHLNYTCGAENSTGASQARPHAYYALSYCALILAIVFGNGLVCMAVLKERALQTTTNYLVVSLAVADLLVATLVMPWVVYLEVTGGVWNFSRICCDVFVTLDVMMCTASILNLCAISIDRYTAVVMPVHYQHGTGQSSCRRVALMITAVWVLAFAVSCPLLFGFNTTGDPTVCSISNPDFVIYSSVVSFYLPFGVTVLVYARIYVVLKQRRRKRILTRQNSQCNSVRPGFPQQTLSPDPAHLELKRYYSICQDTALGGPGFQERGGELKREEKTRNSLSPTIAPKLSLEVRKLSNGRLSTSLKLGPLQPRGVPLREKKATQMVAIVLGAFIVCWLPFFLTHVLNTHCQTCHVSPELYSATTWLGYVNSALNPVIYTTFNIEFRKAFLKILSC
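Cells expressing the human receptor were seeded at 1500 cells/well, incubated overnight at 37 degrees C in 5% CO2, then exposed to library compounds with dopamine controls for 90 minutes at 37 degrees C before luminescent detection.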
IL2 activator: activates IL-2 in a cell-based reporter assay; IL-2 activation reporter assay, cell-based qHTS; stimulated with anti-CD3/CD4/CD28 beads; in transgenic mouse T cells; activation, % (series mostly up to about 46 µM); actives 0.065% (n = 360,000); in the data active = activation above about 50%; inconclusive = mostly about 30% to 49%; note: 0% is about no effect
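Readout: EGFP and DsRed signals by fluorescent plate cytometry. Unstimulated transgenic mouse T cells received compound 60 min before antibody-bead stimulation, then incubated 18 h at 37 degrees C.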
DRD3 agonist: D3 dopamine receptor (human) agonism; actives 0.58% (n = 410,000); P35462; AID 652048; max activation, %; D3R DiscoveRx beta-arrestin cells, luminescence, 90 min; in the data active = max activation above about 30%; note: 0% is about no effect; mostly tested at two doses, the higher about 12 µM
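Cells at 1500/well, incubated overnight, then treated with pinned compounds (dopamine as control) for 90 min at 37 degrees C. DiscoveRx reagent added for 30 - 60 minutes at room temperature; luminescence read.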
Starred values were filed as active, the others as inactive; ? = inconclusive; · = not tested or not shown; & = joins results of further samples; [ ] = another dose, or the depositor's remark. Unless noted, calls come from the whole dose curve; as a rule, active = well fitted curve in the direction sought with a large enough effect; inconclusive = small, poorly fitted or top-dose-only effect, or another doubt; inactive = no such curve, though single readings can be large; an effect the other way counts as inactive or inconclusive.

Start of the data: the first 5 compounds, to show the layout:
SMILES	WRN inhibitor	GLP1R inv ag	GLP1R ag	PLK1 PBD inh	GLP1R cytotox	PI5P4Ka inh	D3 antag	IL2 activator	DRD3 agonist
COc1ccc(N=Nc2nc3ccc(Br)cc3n2C)cc1	1%	-26%	9%	?	?	-3	-22	29	-4
CC(C)(C)C1CCc2c(sc(NC(=O)Cn3nnc(-c4cccc(C(F)(F)F)c4)n3)c2C#N)C1 (stereo not drawn)	·	31%[activator]	-3%	·	4%	·	·	·	2
c1ccc(NN(Cc2cnccn2)c2ccccc2)cc1	-4%	?	2%	1%	-3%	7	20	3.2	4
COC(=O)CCC(=O)N1CCCC(CNS(=O)(=O)c2ccc(OC)cc2)C1 (stereo not drawn)	0%	21%	2%	8%	1%	-1	-10	-1.4	4
Oc1ccccc1Nc1nc(NCc2ccco2)c2ccccc2n1	-18%	?	-1%	6%	-33%	-2	25	0.0	-8

This part in full, repeating the preview:
SMILES	WRN inhibitor	GLP1R inv ag	GLP1R ag	PLK1 PBD inh	GLP1R cytotox	PI5P4Ka inh	D3 antag	IL2 activator	DRD3 agonist
COc1ccc(N=Nc2nc3ccc(Br)cc3n2C)cc1	1%	-26%	9%	?	?	-3	-22	29	-4
CC(C)(C)C1CCc2c(sc(NC(=O)Cn3nnc(-c4cccc(C(F)(F)F)c4)n3)c2C#N)C1 (stereo not drawn)	·	31%[activator]	-3%	·	4%	·	·	·	2
c1ccc(NN(Cc2cnccn2)c2ccccc2)cc1	-4%	?	2%	1%	-3%	7	20	3.2	4
COC(=O)CCC(=O)N1CCCC(CNS(=O)(=O)c2ccc(OC)cc2)C1 (stereo not drawn)	0%	21%	2%	8%	1%	-1	-10	-1.4	4
Oc1ccccc1Nc1nc(NCc2ccco2)c2ccccc2n1	-18%	?	-1%	6%	-33%	-2	25	0.0	-8
CCCC(C(=O)NC(C)(C)CC)N(Cc1ccco1)C(=O)CNS(=O)(=O)c1ccccc1 (stereo not drawn)	1%	-17%	14%	-18%	-2%	1	1	0.2	0
Cc1ccc(N2C(=O)[C@@H]3[C@H](C2=O)C2c4ccccc4C=CN2[C@@H]3C(=O)c2ccco2)cc1 (stereo partly drawn)	-23%	-6%	-6%	?	71%[activator]	-13	-6	-0.7	-11
CCc1ccc(NS(=O)(=O)c2ccc3oc(=O)ccc3c2)cc1	-2%	10%	1%	2%	18%	5	3	-0.2	-8
CN1CCN(C(=S)NC(=O)c2ccc(-c3ccccc3)cc2)CC1	3%	?	-3%	10%	?	0	3	-0.3	-3
COc1ccc(C)cc1S(=O)(=O)Nc1ccncc1	0%	-7%[0.307 µM]	-6%	3%	2%[0.307 µM]	4	10	-0.1	7
COc1ccccc1CN(Cc1ccco1)S(=O)(=O)c1ccc(-n2cnnn2)c(OC)c1	-6%[57.1 µM]	0%	10%	2%	-12%	·	-10	-0.2	-5
CN1CCN(C2CCN(c3cccc(Cl)c3)CC2)CC1CCO (stereo not drawn)	6%	?	-6%	-2%	3%	3	0	2.4	3
O=C1C(CCc2ccccc2)ON=C(c2cnccn2)N1Cc1ccc(F)cc1 (stereo not drawn)	-6%[57.1 µM]	?	1%	4%	8%	25	-23	-0.3	-11
COCCNC(=O)CCc1nnc(Cc2ccc(-c3ccccc3)cc2)o1	-6%	10%	0%	-6%	5%	-7	9	0.1	5
CCCCCCC1CCC(C(=O)NC(CCSC)C(=O)NC(C(=O)OC)C(C)C)CC1 (stereo not drawn)	-1%	?	-11%	-5%	6%	13	-14	3.4	4
CC(=O)Nc1ccc(Sc2ncnc3scc(-c4ccccc4)c23)cc1	-24%	-5%	0%	6.7µM*	-19%	5	8	0.1	6
CCCc1cc(=O)[nH]c(SCCOC(=O)c2ccccc2)n1	0%	0%	18%	-2%	4%	·	-7	0.4	1
CSc1ccc(CN(C)CC(=O)Nc2ccc(NC(C)=O)cc2)cc1	-8%	2%	12%	4%	5%	5	-20	1.0	-15
CCCCn1ccnc1C(=O)c1cccc(S(=O)(=O)N2c3ccccc3CC2C)c1 (stereo not drawn)	-2%	?	0%	0%	5%	0	2	0.1	-3
COc1cc(NC(=O)COC(=O)CSc2cc(C)ccc2C)c(C)cc1[N+](=O)[O-]	-11%	5%	-3%	-22%	16%	12	-16	-0.6	-7
Cc1c(C)n(C)c2ccc(C(=O)NCCCN3CCOCC3)cc12	-5%	-7%	2%	-9%	-11%	3	-24	-2.0	-5
COc1ccccc1CCNC(=O)COc1cccc2c1OC(C)(C)C2	-1%	?	8%	5%	6%	3	15	-0.2	8
COc1ccc(C(=O)Nc2ccc(S(=O)(=O)N3CCCC3)cc2)cc1[N+](=O)[O-]	-10%	15%	1%	-2%	5%	5	19	0.8	0
C[C@H](NC(=O)c1nc[nH]c1C(=O)N1CCN(c2ccccc2)CC1)C(=O)OCc1ccccc1	-2%	1%	-5%	-12%	-4%	2	0	-0.2	-37
CC(C)c1ccc(CC(=O)N2CCC2(C)C(=O)NS(=O)(=O)c2cccc(OC(F)F)c2)cc1 (stereo not drawn)	6%	-28%	-3%	1%	2%	-5	0	2.3	-1

(next part)
SMILES	WRN inhibitor	GLP1R inv ag	GLP1R ag	PLK1 PBD inh	GLP1R cytotox	PI5P4Ka inh	D3 antag	IL2 activator	DRD3 agonist
CCO[C@H]1OC(C(=O)NCc2ccccc2)=C[C@@H](c2ccc(C(F)(F)F)cc2)[C@@H]1CCCO	-8%	10µM*	-4%	-11%	-1%	5	-1	0.3	5
Cc1ccc(CSCCNC(=O)CN(c2cccc(C)c2C)S(=O)(=O)c2ccccc2)cc1	·	?	-6%	·	2%	·	·	·	-1
Cc1ccccc1-c1nc(CS(=O)CC(=O)NCc2ccccn2)c(C)o1 (stereo not drawn)	-1%	9%	1%	?	0%	8	12	-1.8	10
O=C(Nc1nnc(Cc2ccccc2)s1)C1CCN(C(=O)c2ccco2)CC1	-16%	14%	4%	27µM*	2%	-10	0	0.2	22
O=C(NCCNC(=O)c1ccc(Cl)cc1Cl)c1ccc(Cl)cc1Cl	-3%[57.1 µM]	8%	-1%	3%	6%	-1	16	-0.6	-2
Cc1c(C(=O)/C=C/N(C)C)nnn1-c1ccc(F)c(Cl)c1	-5%	-5%	13%	-6%	5%	-17	3	0.5	11
CCc1noc(C)c1C(=O)Nc1nc(-c2ccc(OC)cc2)cs1	-5%	-30%	18%	3%	-7%	3	51	-0.5	10
COc1ccc(N2C(=O)c3ccc(C(=O)Nc4ccccc4O)cc3C2=O)cc1	10%	-1%	-5%	-11%	4%	-8	1	0.0	-4
COc1ccc(C(=O)N/C(=C\c2ccco2)C(=O)NCCCn2ccnc2)cc1	-24%	0%	0%	-12%	20%	1	-55*	-4.7	-17
CCCC(=O)Nc1ccc(C(=O)NCCc2ccc(F)cc2)cc1	-1%	-10%	-3%	-5%	3%	-4	0	1.2	9
Cc1cc(C(=O)Nc2cccnc2)cs1	0%	3%	-15%	0%	1%	·	3	-1.5	-4
COc1ccccc1N1CCN(C(=O)c2ccc(N(C)S(=O)(=O)c3ccccc3)cc2)CC1	3%	?	15%	-2%	-11%	-10	4	-2.3	-2
O=[N+]([O-])c1cc([N+](=O)[O-])c2n[nH]c(-c3ccccc3)c2c1	3%[57.1 µM]	22%	1%	-3%	-6%	5	10	1.2	-1
CC(OC(=O)Cn1[nH]c(=O)c2ccccc2c1=O)C(=O)Nc1ccc(F)cc1 (stereo not drawn)	-13%	0%	-11%	-4%	7%	-7	13	2.0	1
COc1cccc(-c2cc(C(=O)N3CCN(S(=O)(=O)c4ccccc4)CC3)[nH]n2)c1	3%	-24%	-4%	-9%	-8%	0	21	-0.9	3
COC(=O)c1c(C)[nH]c(C(=O)/C=C/c2ccccc2Cl)c1C	-1%	10%	1%	-6%	-4%	7	-5	-0.4	-3
CC1(C)CC(C(=O)NCCC(c2ccccc2)c2ccco2)CCO1 (stereo not drawn)	-10%	14%	4%	?	19%	-6	-5	-1.8	5
Cc1nn(CC(=O)N2CCN(c3cccc(C(F)(F)F)c3)CC2)c(=O)c2cccn12	3%	?	0%	-6%	-5%&-2%	-11	-7	-2.5	-11&-20
O=C(COc1ccccc1/C=C1\SC(=S)NC1=O)Nc1ccc(F)cc1	-24%	?	5%	?	?	-21	0	-0.8	-6
CC(C)OC(=O)/C(=C/c1ccco1)c1ccccc1	0%	15%	8%	-4%	11%	-10	10	-4.5	4
Cc1cccc(NS(=O)(=O)c2ccc(-c3cnc(C4CC4)o3)cc2)c1	-6%	0.89µM*	5%	1%	-28%	-6	-11	-0.7	-3
CN(Cc1ccccc1)C(=O)CN1CCN(S(=O)(=O)c2ccccc2F)CC1	11%	-19%	2%	-7%	-9%	-5	-27	-2.8	-5
CCCCCCCCN1CC(Cc2cc3ccccc3c3ccccc23)N(c2ccccc2)c2ccccc2C1=O (stereo not drawn)	8%	-1%	·	-2%	1%	-5	11	2.9	-6

Copied from the list.
`COc1ccc(C(=O)N/C(=C\c2ccco2)C(=O)NCCCn2ccnc2)cc1` in GLP1R cytotox = 20%
`Cc1ccccc1-c1nc(CS(=O)CC(=O)NCc2ccccn2)c(C)o1` (stereo not drawn) in WRN inhibitor = -1%
`C[C@H](NC(=O)c1nc[nH]c1C(=O)N1CCN(c2ccccc2)CC1)C(=O)OCc1ccccc1` in PLK1 PBD inh = -12%

Compound activity deposited in PubChem BioAssay by National Center for Advancing Translational Sciences (NCATS).

This is a random part of the collection; about 7.8% have a hit in one of these screens.
